# D2 antag – D2 dopamine receptor (human) antagonism; 340,000 tested, 2% active; inhibition, % at 10 µM; P14416; HEK293 TREx D2 cells, calcium flux, dopamine EC80; AID 485344; in the data active = inhibition above about 30%; note: 0% is about no effect
# Target sequence (P14416 whole entry, looked up): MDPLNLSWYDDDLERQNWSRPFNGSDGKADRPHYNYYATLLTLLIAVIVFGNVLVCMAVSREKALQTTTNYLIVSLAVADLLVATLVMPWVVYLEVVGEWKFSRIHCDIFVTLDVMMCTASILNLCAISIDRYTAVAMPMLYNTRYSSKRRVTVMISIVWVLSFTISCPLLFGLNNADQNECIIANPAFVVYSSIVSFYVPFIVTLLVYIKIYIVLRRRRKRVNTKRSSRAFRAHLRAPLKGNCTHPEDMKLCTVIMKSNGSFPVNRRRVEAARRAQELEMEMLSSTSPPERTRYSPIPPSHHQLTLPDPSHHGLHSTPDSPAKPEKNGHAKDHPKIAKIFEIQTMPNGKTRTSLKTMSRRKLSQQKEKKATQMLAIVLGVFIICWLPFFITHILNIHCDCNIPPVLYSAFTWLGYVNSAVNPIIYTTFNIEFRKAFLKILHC
#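 Tetracycline-induced HEK293 T-REx cells expressing D2 force-coupled to calcium signalling were dye-loaded, exposed to compound for 180 s, then challenged with an EC80 of dopamine; calcium flux was followed kinetically for a further 180 s.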
# D2 potentiator – positively modulates the human D2 dopamine receptor allosterically; HEK293 T-REx D2, calcium flux, EC20 dopamine potentiation; potentiation, % at 10 µM; 340,000 tested, 0.34% active;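 active = potentiation over 3 SD above the plate norm, cut at about 30% in these data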; note: 0% is about no effect
#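 Calcium flux readout, no-wash dye, 1 read/s. Inducible HEK293 Trex D2 line, overnight 30 C. Compound alone 180 s (agonist flags), then EC20 dopamine, another 180 s to score potentiation.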
# D1 potentiator – potentiators of human D1 dopamine receptor | P21728 | potentiation, % at 10 µM | HEK293 TREx D1 cells, calcium flux, dopamine EC20 potentiation | AID 504651 | 360,000 tested, 0.036% active; in the data active = potentiation above about 30%; note: 0% is about no effect
# Target sequence (P21728 whole entry, looked up): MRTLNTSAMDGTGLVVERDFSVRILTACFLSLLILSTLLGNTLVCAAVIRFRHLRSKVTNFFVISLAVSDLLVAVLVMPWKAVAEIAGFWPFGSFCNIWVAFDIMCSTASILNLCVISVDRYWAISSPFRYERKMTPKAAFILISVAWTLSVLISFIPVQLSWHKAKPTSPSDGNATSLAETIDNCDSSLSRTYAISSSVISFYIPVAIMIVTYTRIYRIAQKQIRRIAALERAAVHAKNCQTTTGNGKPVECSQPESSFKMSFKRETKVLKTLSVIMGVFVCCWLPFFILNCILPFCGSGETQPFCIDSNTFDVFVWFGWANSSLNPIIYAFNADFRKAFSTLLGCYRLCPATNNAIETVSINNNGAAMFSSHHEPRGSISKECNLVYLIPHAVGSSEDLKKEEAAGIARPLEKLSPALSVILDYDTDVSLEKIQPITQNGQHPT
# TRHR enhancer – allosteric enhancers of human TRH receptor | enhancement, % at 2 µM | 360,000 tested, 0.66% active | P34981 | TRHR cells, fluo-8 calcium fluorescence, EC20 TRH enhancement; in the data active = enhancement above about 30%; note: 0% is about no effect
#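 TRHR-expressing cells loaded with fluo-8 calcium dye were read kinetically (ex 480/em 530) during compound addition, then stimulated with an EC20 of TRH (10 nM final). Enhancement of the Gq-mediated intracellular calcium response was scored.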
# D1 ag – agonists of human D1 dopamine receptor; P21728; HEK293 T-REx D1 cells, calcium flux, agonist mode; activation, % at 2 µM; 360,000 tested, 1% active; note: 0% is about no effect
#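 Tetracycline-induced HEK293 TREx D1 cells, force-coupled to calcium signalling, were dye-loaded with a no-wash calcium kit. Compound was pin-added after a 10 s baseline. Fluorescence was read kinetically at 1 cycle/s for 180 s, with calcium rises flagged as agonism.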
# TRHR ag – agonists of human TRH receptor. activation, % at 2 µM. 360,000 tested, 0.18% active. TRHR cells, calcium flux fluo-8, FDSS agonist mode. AID 493084; note: 0% is about no effect
#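 TRHR-expressing cells, plated overnight in medium with 10% serum, were loaded with fluo-8 calcium dye at room temperature. After a 10 s baseline, library compound was pin-added and calcium release was recorded kinetically (ex 480/em 530) as agonist response.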
# D2 agonist – activates the human D2 dopamine receptor. P14416. HEK293 T-REx D2 cells, calcium flux agonist mode. activation, % at 2 µM. 340,000 tested, 0.53% active. AID 485358;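 active = activation over 3 SD above normal in the single-dose calcium agonist read, cut at about 30% in these data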; note: 0% is about no effect
#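 Tetracycline-induced HEK293 Trex cells with D2 receptor force-coupled to calcium signaling, plated overnight at 30 C and loaded with no-wash calcium dye. Calcium flux read kinetically for 180 s after compound addition; responses flag agonists.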
# RXFP1 antag – antagonists of human relaxin receptor RXFP1; Q9HBX9; HEK293-RXFP1, relaxin-stimulated cAMP HTRF, 30 min; stronger effect = lower value; activity change, negative = inhibition, % at 57.5 µM; 350,000 tested, 0.59% active;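 active = activity change of -60% or lower, but not beyond a set lower limit; inconclusive = change between -60% and -40%, or beyond the set limit; inactive = change above -40%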; note: % is set by controls: 0 for no effect and ±100 for the full control effect
# D1 antag – antagonists of human D1 dopamine receptor; 360,000 tested, 3.2% active; HEK293 TREx D1 cells, calcium flux, dopamine EC80; stronger effect = lower value; activity change, negative = inhibition, % at 10 µM; AID 504652; P21728; in the data active = activity change below about -30%; note: % is set by controls: 0 for no effect and ±100 for the full control effect
#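 Using tetracycline-induced force-coupled D1 Hek293 cells and a calcium dye, signals were followed for 180 s after compound, then for 180 s after EC80 dopamine, to detect inhibitors.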
# Starred values were filed as active, the others as inactive; ? = inconclusive; . = not tested or not shown; & = joins results of further samples. Cut-off read from the data, not from the text of the source, unless noted: active = activation above about 30%; inactive = the rest.
1) COc1ccc(CCNC(=O)CCCn2ncn3c(cc4occc43)c2=O)c(OC)c1
2) CCOc1ccc(-n2nc(C(=O)N3CCN(CC)CC3)c3ccccc3c2=O)cc1
3) O=C(CN(Cc1ccc(Cl)cc1)C(=O)CN1C(=O)COc2ccccc21)NC1CCCC1
4) O=C(Nc1sc2c(c1C(=O)NCc1cccnc1)CCCC2)c1ccco1
5) CC1CCN(CCCNC(=O)c2ccc(Cn3c(=S)[nH]c4ccc(Br)cc4c3=O)cc2)CC1
6) Cc1nc2ccc(NC(=O)C3COc4ccccc4O3)cc2s1 (stereo not drawn)
7) O=C1CCN(c2ccc([N+](=O)[O-])cc2F)CC1
8) COCCNc1nnc(Cc2ccc(Cl)cc2)c(=O)[nH]1
9) CCOc1ccccc1NC(=O)NC1CCN(CC(=O)Nc2ccc3c(c2)OCCO3)CC1
10) O=C(Nc1cccc2ccccc12)c1cccc(F)c1
screen / no.	1	2	3	4	5	6	7	8	9	10
D2 antag	-11	-12	21	-9	3	-1	-6	5	-34	-16
D2 potentiator	8	11	0	17	-10	-4	3	4	-15	-1
D1 potentiator	-17	-3	-9	4	-4	-1	1	-3	0	0
TRHR enhancer	0	3	-4	3	0	2	-8	-1	-1	-4
D1 ag	1	-4	3	2	4	8	5	1	1	3
TRHR ag	-0.7	-0.5	0.7	0.1	1.7	-0.2	-0.2	0.3	-1.9	-0.4
D2 agonist	1.6	-0.3	-0.5	-2.3	-2.0	-0.8	-0.5	-0.5	0.3	-1.9
RXFP1 antag	-20	-1	12	-4	.	3	3	3	-5	7
D1 antag	-4	-6	10	-32*	-1	-2	-2	4	-8	2

11) CCc1nc(C)cn1S(=O)(=O)c1cc(Cl)c(OC)cc1Cl
12) Cc1ccc(NC(=S)NCc2ccc3c(c2)OCO3)cc1C
13) CCOc1ccc(NC(=O)C2CCN(S(=O)(=O)c3ccc4c(c3)N(C(C)=O)CCO4)CC2)cc1
14) O=C(NCc1ccco1)c1cc([N+](=O)[O-])ccc1N1CCCCC1
15) OCC1CCCN(C(=S)Nc2ccc(Nc3ccccc3)cc2)C1 (stereo not drawn)
16) CN(C)CCn1c2c(c(SCC(=O)Nc3ccccc3C(F)(F)F)nc1=O)CCCC2
17) COc1ccc(CCNCC(O)Cn2c3ccccc3c3ccccc32)cc1OC (stereo not drawn)
18) Cc1ccc(CNC(=O)CSc2ncc(S(=O)(=O)c3ccc(Br)cc3)c(=O)[nH]2)cc1
19) Cc1ccc(S(=O)(=O)N2CCN(CC(=O)N/N=C\c3ccc(O)c(O)c3)CC2)cc1
20) COc1ccc(N2CCN(C(=O)c3c(-c4c(F)cccc4Cl)noc3C)CC2)cc1
screen / no.	11	12	13	14	15	16	17	18	19	20
D2 antag	14	11	-3	3	0	3	.	.	-3	.
D2 potentiator	2	-3	1	5	-2	-10	.	21	2	.
D1 potentiator	-6	6	-3	-2	-5	-5	-5	1	5	-7
TRHR enhancer	-4	-5	0	-2	-1	2	-7	18	-1	1
D1 ag	13	9	0	1	3	3	55*	2	3	1
TRHR ag	-0.5	1.3	-0.4	-1.0	-0.1	0.0	1.8	-1.9	-0.3	0.1
D2 agonist	-0.3	-0.6	0.4	-2.6	0.9	-0.3	.	-0.6	-0.6	.
RXFP1 antag	3	-4	5	-6	-12	-7	-9	-10	-2	-7
D1 antag	-16	0	2	-18	-15	-14	-19	7	19	10

# Part of the list above, bar-delimited.
no. | canonical_smiles | D2 antag | D2 potentiator | D1 potentiator | TRHR enhancer | D1 ag | TRHR ag | D2 agonist | RXFP1 antag | D1 antag
14 | O=C(NCc1ccco1)c1cc([N+](=O)[O-])ccc1N1CCCCC1 | 3 | 5 | -2 | -2 | 1 | -1.0 | -2.6 | -6 | -18
15 | OCC1CCCN(C(=S)Nc2ccc(Nc3ccccc3)cc2)C1 (stereo not drawn) | 0 | -2 | -5 | -1 | 3 | -0.1 | 0.9 | -12 | -15
16 | CN(C)CCn1c2c(c(SCC(=O)Nc3ccccc3C(F)(F)F)nc1=O)CCCC2 | 3 | -10 | -5 | 2 | 3 | 0.0 | -0.3 | -7 | -14

# Later entries.
21) CCC(Oc1ccc(F)cc1)C(=O)Nc1nc2c(s1)CCCC2 (stereo not drawn)
22) CCc1cccc(N(C(=O)c2csnn2)C(C(=O)NC(C)(C)C)c2ccccn2)c1 (stereo not drawn)
23) CC1CN(C(=O)CS(=O)(=O)Cc2ccccc2)CC(C)O1 (stereo not drawn)
24) CCOC(=O)C1CCCN(c2nnnn2-c2ccccc2)C1 (stereo not drawn)
25) CC(=O)c1cccc(NC(=O)CCc2c(C)nc3c(c(C)nn3-c3ccccc3)c2C)c1
26) C=CCCc1ccc(C#N)c(SCc2c(C(=O)OCC)c3cc(OC(C)=O)c(Br)cc3n2C)n1
27) Cc1ccc(S(=O)(=O)N(C)Cc2ccc(C(=O)NN=C3C4CC5CC(C4)CC3C5)cc2)cc1
28) CCOC(=O)N1CCN(C(=O)Cn2nc(C)n3nc(-c4ccccc4)cc3c2=O)CC1
29) Cc1ccccc1NC(=O)CC(O)(C(F)(F)F)C(F)(F)F
30) Cc1ccc(OCCSc2nnc(NC(=O)c3ccco3)s2)cc1
screen / no.	21	22	23	24	25	26	27	28	29	30
D2 antag	.	-1	-6	-11	.	-5	8	12	3	-12
D2 potentiator	-13	-2	-7	2	11	10	-2	7	-3	0
D1 potentiator	2	-4	-7	1	-3	-3	1	6	-6	-4
TRHR enhancer	-3	-4	-2	2	3	-2	1	12	-8	-3
D1 ag	9	3	0	3	12	0	2	2	3	7
TRHR ag	0.8	1.6	0.3	0.1	1.2	0.3	0.3	0.1	0.3	1.5
D2 agonist	-1.2	0.7	0.7	0.3	-0.2	-0.1	0.3	-0.8	1.6	0.6
RXFP1 antag	-117*	-1	-37	9	6	.	-4	30	2	-7
D1 antag	-4	-2	-3	-1	8	-13	-1	-22	-9	3

# Profiles as entered above. Values in the order: D2 antag | D2 potentiator | D1 potentiator | TRHR enhancer | D1 ag | TRHR ag | D2 agonist | RXFP1 antag | D1 antag
# Profile of CCC(Oc1ccc(F)cc1)C(=O)Nc1nc2c(s1)CCCC2 (stereo not drawn) → . | -13 | 2 | -3 | 9 | 0.8 | -1.2 | -117* | -4
# Profile of Cc1ccc(OCCSc2nnc(NC(=O)c3ccco3)s2)cc1 → -12 | 0 | -4 | -3 | 7 | 1.5 | 0.6 | -7 | 3

# The list continues.
31) COCCNc1nc2c(c(=O)n(Cc3ccc(OC)cc3)c(=O)n2C)n1C
32) COc1ccc(-c2ccc(=O)[nH]n2)cc1
33) CC1CCCN(Cc2nc3c(c(=O)n(C)c(=O)n3C)n2Cc2ccc(Cl)cc2)C1 (stereo not drawn)
34) CCOc1c2ccc(C(=O)NCc3cc(C(F)(F)F)cc(C(F)(F)F)c3)cc2nn1C
35) COc1ccccc1NC(=O)Cn1c(=O)n2nc(C)nc2c2ccccc21
36) COC(=O)C1=C(C)N(C)C(=S)NC1c1c(OC)ccc2ccccc12 (stereo not drawn)
37) O=C(CSc1ccc2nc(-c3ccccc3)cn2n1)Nc1ccccc1
38) COc1ccc(-n2c(SCC(=O)NCc3ccco3)nc3sc4c(c3c2=O)CCN(C)C4)cc1
39) O=C(O)c1ccccc1OCCOCCOc1ccccc1C(=O)O
40) COc1ccc(Br)cc1/C=N/NC(=O)c1cccc(S(=O)(=O)N2CCOCC2)c1
screen / no.	31	32	33	34	35	36	37	38	39	40
D2 antag	-15	-4	.	-30	10	0	.	3	-2	6
D2 potentiator	-1	-8	9	-1	3	-4	1	-11	-2	-4
D1 potentiator	0	3	1	-2	4	0	-2	3	-3	-4
TRHR enhancer	4	0	-3	-10	1	3	-8	-5	0	6
D1 ag	1	1	1	2	2	1	2	2	1	3
TRHR ag	0.2	0.0	-0.6	-1.0	0.4	-0.7	-0.6	0.2	0.8	0.2
D2 agonist	-1.2	0.1	-0.1	-0.6	0.2	0.2	0.4	0.0	0.4	-0.8
RXFP1 antag	-12	1	-10	.	6	-11	.	-8	-12	9
D1 antag	1	-6	-5	15	2	0	3	-16	4	6

41) CC1CN(C(=O)COc2ccc3c(-c4ccccc4)cc(=O)oc3c2)CC(C)O1 (stereo not drawn)
42) CCC1CN(C(=O)NCc2ccc(C)cc2)c2cc(C)ccc2O1 (stereo not drawn)
43) Cc1nn(CC(=O)NCc2ccc(Cl)cc2)c(=O)c2cc3sccc3n12
44) O=C(O)CCSc1nnc(COc2cccc3ccccc23)n1-c1cccc(Cl)c1
45) CCOC(=O)c1cc2sccc2n1CC(=O)N1CCCC1
46) N#Cc1ccccc1OCC(=O)N(C1CCCCC1)C1CCS(=O)(=O)C1 (stereo not drawn)
47) CC1CCN(C(=S)SCc2nc(N)nc(Nc3ccccc3)n2)CC1
48) O=C(Nc1ccc(NC(=O)c2cccs2)cc1)c1ccc(Br)o1
49) COc1cc(C2NC(=O)CCC2[N+](=O)[O-])c(OC)cc1Br (stereo not drawn)
50) Cn1c2ccccc2c2cc(/C=N/NC(=O)c3ccc(N)cc3)ccc21
screen / no.	41	42	43	44	45	46	47	48	49	50
D2 antag	-7	20	.	12	0	-3	4	-8	-6	-7
D2 potentiator	11	6&-6	.	-5	-11	0	18	14	-14	10
D1 potentiator	-1	1&4	0	-5	-6	1	-4	-2	5	-1
TRHR enhancer	0	-7&-3	-2	19	3	3	2	10	1	4
D1 ag	0	2&12	-1	0	1	3	1	2	7	1
TRHR ag	-0.2	-0.2&0.9	0.2	-0.2	0.1	0.0	-0.2	0.0	-0.2	-0.9
D2 agonist	0.7	-1.1&-0.8	-0.5	-0.5	0.3	0.3	0.9	-0.4	-0.4	-0.4
RXFP1 antag	17	?	-3	-5	16	-9	-5	-6	0	-9
D1 antag	0	-19&-4	-2	-9	-1	2	4	-2	-5	-10

51) Cc1ccc(CNC(=O)c2ccc(CSCc3ccccc3Cl)o2)cc1
52) O=C(NNS(=O)(=O)c1ccccc1)c1cccs1
53) O=C(Cn1c(=O)n(-c2cccc(C(F)(F)F)c2)c(=O)c2sccc21)NCC1CCCO1 (stereo not drawn)
54) CCOC(=O)N1CCN(C(=O)c2cc(OCC)c(OCC)c(OCC)c2)CC1
55) COc1cc(S(=O)(=O)N2CCOCC2)ccc1NC(=O)COc1ccc(N(C)S(=O)(=O)c2ccc(C)cc2)cc1
56) COc1ccc2c(Cl)c(-c3nnc(SCC(N)=O)n3C)sc2c1
screen / no.	51	52	53	54	55	56
D2 antag	.	-14	7	12	20	-8
D2 potentiator	-12	-3	11	-1	3	7
D1 potentiator	-2	1	1	-2	-3	-5
TRHR enhancer	5	-2	-2	-5	3	-5
D1 ag	12	2	0	0	0	1
TRHR ag	0.3	0.1	0.1	0.1	-0.5	-1.1
D2 agonist	0.9	7.0	-0.4	-0.7	-0.3	0.0
RXFP1 antag	-30	4	3	-2	5	.
D1 antag	-3	-1	-4	-1	-10	5

# Screens deposited in PubChem by National Center for Advancing Translational Sciences (NCATS).
